# CXXC DNA block: MLL CXXC-DNA interaction inhibition; Q03164; MLL-CXXC / FITC-HOXA9 DNA fluorescence polarization; Potency, µM (top dose mostly 115 µM), inactives show at the top dose activity change, negative = inhibition, most hits filed as inhibitors; 290,000 tested, 0.037% active; AID 2662; active = well fitted inhibition curve with a large enough effect in the polarisation, with a control signal flat, not every such curve was filed as active; inconclusive = small, poorly fitted or top-dose-only effect, or effect the other way, or a change in a side signal; inactive = no such curve, though single readings can be large or run the other way; the % refers to the polarisation; note: potency is the fitted concentration of half-maximal effect
#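 Fluorescence polarization: 7 uM MLL-CXXC (stock) preincubated 5 min with compounds, then 50 nM fluorescein-HOX-A9 DNA (stock) added; 30 min ambient. Buffer 50 mM Tris-HCl pH 7.5, 50 mM NaCl, 1 mM DTT, 0.05% BSA.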
# TRPV1 agonist: human TRPV1 agonism; 320,000 tested, 0.19% active; activation, % at 8.33 µM; TRPV1-expressing cells, Fluo-8 calcium influx, agonist mode; Q8NER1; AID 540275; in the data active = activation above about 80%; inconclusive = between about 30% and that limit; note: 0% is about no effect
#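 Fluo-8 calcium influx in TRPV1-expressing cells, kinetic read (ex 480/em 520 nm). Compound added and read 3 min for agonist activity, followed by capsaicin at EC20 final and 2 min further read for enhancement.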
# a7 integrin act: activates integrin-mediated alleviation for muscular dystrophy | alpha7betagal myoblasts, beta-gal FDG fluorescence, 48 h | Potency, µM (doses to about 38.3 µM), inactives show top-dose activation, usual class: activators | 350,000 tested, 0.064% active;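 note: potency is the fitted concentration of half-maximal effect; 100% = response of the positive control SU9516; nearly all actives have a fitted effect of over 60% in size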
#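 Alpha7betagal+/- myoblasts (passage 13) were plated 16-24 hr, then exposed to compounds (1:260 dilution of DMSO stock) for 48 hours at 37C. After MPER lysis, β-galactosidase reporter activity was read as FDG fluorescence (ex 480/em 540) after 30 minutes.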
# p53 reactivator: re-activators of mutant p53. AID 504706. Potency, µM (series often up to 92.2 µM), for the others: at the highest dose activity change, positive = activation, usual class: activators. 320,000 tested, 0.063% active. H1299 p53-A138V BP100-luciferase reporter, luminescence, 24 h; note: potency is the fitted concentration of half-maximal effect; % of control where 0% means no effect; nearly all actives have a fitted effect of over 45% in size
#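 H1299 (p53-null), stable ts p53-A138V + BP100-Luc; 1000 cells/well, Opti-MEM/10% FBS; cpd 4 pt, 1:5; 24 h, 37 deg C, 5% CO2; detection reagent 10 min RT; luminescence.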
# TCR activator: activators of T cell receptors; primary human leukocytes, anti-CD3, IL-2 HTRF, 48 h; Potency, µM (highest dose often 9.22 µM), for inactives: at the top dose activation of IL-2 secretion, hits mostly activators; 330,000 tested, under 10 active; note: % of control where 0% means no effect
#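 TCR engagement came from a-CD3 beads alone, with compounds added to primary human leukocytes for 48 hr. Secreted IL-2 bridged europium cryptate- and d2-labelled anti-IL-2 antibodies, giving FRET emission at 665nm after 320nm excitation.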
# ELG1 DNA repair: ELG1-dependent DNA repair inhibition | HEK293T ELG1-luciferase reporter, luminescence, 16 h; DNA damage induced by 5-fluorouridine | Potency, µM (highest dose often 46.1 µM), without a hit: top-dose activity change, negative = inhibition, usual class: inhibitors | 330,000 tested, 2.3% active; note: potency is the fitted concentration of half-maximal effect; % is set by controls: 0 for no effect and ±100 for the full control effect; nearly all actives have a fitted effect of over 55% in size
#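 Reporter activity after DNA damage by 5-fluorouridine is monitored. Compound-treated cells incubate 16 hr at 37 °C, then ONE-Glo is added for 30 min before luminescence reading.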
# TSG101-PTAP inh: blocks PTAP/TSG101 interaction to inhibit HIV-1 budding; Q99816; Fluorescence polarization, FITC-PTAP peptide / Tsg101 binding; Potency, µM (top dose mostly 115 µM), inactives show top-dose activity change, negative = inhibition, usual class: inhibitors; 340,000 tested, under 10 active; AID 493005; active = well fitted inhibition curve with a large enough effect in the main read-out, with a control signal flat, not every such curve was filed as active; inconclusive = small, poorly fitted or top-dose-only effect, or effect the other way, or a change in a side signal; inactive = no such curve, though single readings can be large or run the other way; note: potency is the fitted concentration of half-maximal effect; % of control where 0% means no effect
# Target sequence (Q99816 whole entry, looked up): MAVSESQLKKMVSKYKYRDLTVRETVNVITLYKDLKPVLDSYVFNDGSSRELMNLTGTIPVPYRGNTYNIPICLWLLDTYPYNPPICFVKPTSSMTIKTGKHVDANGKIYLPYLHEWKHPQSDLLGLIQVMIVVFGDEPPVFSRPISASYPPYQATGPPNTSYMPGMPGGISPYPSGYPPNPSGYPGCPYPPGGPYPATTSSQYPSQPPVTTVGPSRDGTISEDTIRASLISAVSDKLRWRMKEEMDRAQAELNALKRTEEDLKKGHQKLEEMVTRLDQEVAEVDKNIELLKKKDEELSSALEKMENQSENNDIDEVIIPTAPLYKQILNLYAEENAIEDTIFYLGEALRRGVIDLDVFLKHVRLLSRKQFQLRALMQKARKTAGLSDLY
#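 Steps: Tsg101 binding domain dispensed (10 uM final), compounds pinned in DMSO, FITC-labeled PTAP-motif peptide added (50 nM final); after 20 min binding at room temperature, polarization measured.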
# AT treatment: potential ataxia-telangiectasia treatment. […] A-T fibroblasts, KAP-1 phosphorylation AlphaLISA; neocarzinostatin DNA damage 30 min before lysis. 320,000 tested, 0.19% active. Potency, µM (titrated, usually from 57.5 µM), for inactives: top-dose activation, actives largely listed as activators; note: potency is the fitted concentration of half-maximal effect; % of control where 0% means no effect; nearly all actives have a fitted effect of over 45% in size
#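 hTERT-immortalized A-T patient fibroblasts ([…]), 500 cells/well in OPTI-MEM, 1% FBS, got compounds for 60 min, then NCS for 30 min at 37C. Lysates were then assayed for phospho-KAP-1 by AlphaLISA (anti-pKAP1 donor, anti-KAP1 acceptor beads), 6 hr at 25C.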
# BRCA1 expr up: increases BRCA1 expression; MCF7-BRCA1-FFLuc reporter, luminescence, 48 h; response scale: scaled: vehicle 0%, 10 µM genistein 100%; Potency, µM (highest dose often 46.1 µM), without a hit: top-dose activation, most hits filed as activators; 380,000 tested, 1.1% active; AID 624202; note: potency is the fitted concentration of half-maximal effect; nearly all actives have a fitted effect of over 80% in size; some results filed as inactive show a strong effect at the top dose
#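 Activators of BRCA1 expression were detected as increased firefly luciferase luminescence in engineered MCF7 cells after 48 h compound incubation. Signals were scaled to genistein 10 microM as full activation.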
# B2AR arrestin: agonists driving beta-arrestin recruitment to human beta2-adrenergic receptor. beta-arrestin recruitment to beta2AR, cell-based reporter. Potency, µM (top dose mostly 46.1 µM), inactives show at the highest dose activation, hits mostly activators. 330,000 tested, 0.02% active;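 note: potency is the fitted concentration of half-maximal effect; 0% = DMSO controls and full agonism = EC100 isoproterenol or metaproterenol; nearly all actives have a fitted effect of over 65% in size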
# Target sequence (P07550 whole entry, looked up): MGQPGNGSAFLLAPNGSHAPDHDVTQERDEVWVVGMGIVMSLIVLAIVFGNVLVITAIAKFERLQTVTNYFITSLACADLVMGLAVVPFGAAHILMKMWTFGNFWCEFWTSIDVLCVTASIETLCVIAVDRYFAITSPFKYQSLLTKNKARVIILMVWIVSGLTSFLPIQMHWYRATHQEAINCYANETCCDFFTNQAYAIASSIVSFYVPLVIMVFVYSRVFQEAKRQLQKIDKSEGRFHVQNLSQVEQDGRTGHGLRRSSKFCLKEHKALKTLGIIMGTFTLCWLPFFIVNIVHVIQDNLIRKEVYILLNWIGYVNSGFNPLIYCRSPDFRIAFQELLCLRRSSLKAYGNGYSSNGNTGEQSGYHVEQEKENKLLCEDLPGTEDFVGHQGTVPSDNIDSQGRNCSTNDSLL
# * = called active by the depositor; ? = inconclusive; · = not tested or not shown; & = joins results of further samples; [ ] = remark or other dose. Unless noted, calls come from the whole dose curve; as a rule, active = well fitted curve in the direction sought with a large enough effect; inconclusive = small, poorly fitted or top-dose-only effect, or another doubt; inactive = no such curve, though single readings can be large; an effect the other way counts as inactive or inconclusive. Outcome played no part in choosing rows. About 3.8% of those tested had a hit in this group.
SMILES,CXXC DNA block,TRPV1 agonist,a7 integrin act,p53 reactivator,TCR activator,ELG1 DNA repair,TSG101-PTAP inh,AT treatment,BRCA1 expr up,B2AR arrestin
CN(C(=O)c1ccc2c(c1)S(=O)(=O)N=C1CCCCCN12)c1ccccc1,·,6,0%,11%,-3%,0%,-5%,-5%,21%,-1.0%
COC(=O)c1ccc(CSc2nnc3c(Cl)cc(Cl)cn23)o1,1%,-1,-17%,-1%,0%,8%,-4%,5%,-1%,-0.8%
CC(=O)N1CCN(C(=S)NC(=O)c2ccc(F)cc2)CC1,·,·,29%,5%,1%,8%,-9%,5%,1%,0.0%
Oc1ccccc1C=NCC(O)c1ccccc1 (stereo not given),-1%,2,-2%,6%,-2%[46.1 µM],-2%,0%,-2%,-3%,-0.6%
NC(=O)COC(=O)c1ccccc1Nc1ccc(SC(F)F)cc1,2%,?,23%,0%,4%[46.1 µM],15%,0%,2%,60%,0.1%
O=C(CCC(=O)c1ccc(F)cc1)NCC1(N2CCCCC2)CCCCC1,·,5,-17%,-2%,-1%,15%,-2%,11%,-20%,-1.4%
CCCc1ccc(C(=O)CN2C(=O)C(=O)N(C3CCCC3)C2=O)cc1,·,-1,-14%,21%,7%,?,-1%,4%,50%,3.3%
CCOc1cc(N2CCOCC2)c(OCC)cc1NC(=O)CN1C(=O)N(C)C2(CCCCC2)C1=O,·,0,14%,-5%,5%,-2%,-6%,2%,8%,0.5%
O=C(Nc1cc(C(F)(F)F)ccc1Cl)c1cc2nc3c(c(C(F)(F)F)n2n1)CCCC3,11%,-3,15%,14%,1%,?,0%,-2%,29%,-0.2%
O=C(CCS(=O)(=O)c1ccc(Br)cc1)NC1CCCCCC1,24%,27,0%,12%,4%,0%,1%,-7%,-8%,0.2%
Cc1ccc(NC(=O)CCn2cnc3ccccc3c2=O)c(C)c1,0%,0,36%,-2%,·,-2%,1%,6%[11.5 µM],17%,0.5%
Cc1cc(C)c(NC(=O)CSc2nc3ccncc3[nH]2)c(C)c1,6%,2,-5%,-4%,1%,2%,-2%,-4%,-21%&2%,0.5%
c1csc(-c2noc(CN3CCN4CCCC4C3)n2)c1 (stereo not given),-1%,-2,-20%,6%,10%,?,-1%,-2%,38%,-0.8%
O=C(CSc1ncn[nH]1)Nc1nnc(-c2ccccc2)s1,6%,9,3%,?,9%,?,0%,13%,33%,-1.1%
Cc1nc2c(c(C)nn2-c2ccccc2)c(C)c1CCC(=O)Nc1ccc(CN2CCCC2)cc1,30%[activator],?,-72%[inhibitor],-3%,-28%,-1%,0%,-3%,-65%,-0.4%
COc1ccc(OC)c(N(CC(=O)NC2CC2)S(=O)(=O)c2ccc(C)cc2)c1,6%,1,7%,-5%,1%,?,-1%,-22%,3%,-0.2%
CCCCCCC(=O)N(O)C1CC(=O)N(c2ccccc2)C1=O (stereo not given),13%,-2,·,-23%,·,?,·,18%,·,0.0%
COc1ccccc1C(=O)N/N=C/c1cnc2ccccc2n1,16%,-4,0%,?,-1%[46.1 µM],?,-2%,2%,1%,-0.8%
CSc1ccc(/C=N/n2c(COc3ccccc3)n[nH]c2=S)cc1,-3%,27,2%,3%,-2%,5%,-3%,-9%,14%,0.0%
COc1ccc2oc(=O)c(C(=O)NCc3ccccc3)cc2c1,6%,16,3%,·,-1%,2%,-5%,1%,15%,-0.3%
O=C(CCC(=O)Nc1ccc(F)cc1)N/N=C/c1cccs1,-5%,2,?,4%,0%,?,-1%,-1%,5%,-0.5%
CN(c1ccccc1)S(=O)(=O)c1nnc(NC(=O)C2CCCCC2)s1,5%,1&-1,?,1%,6%,9%,5%,-5%,14%&-1%,-0.1%
COc1ccc(Nc2oc(COc3ccc(C)cc3)nc2C#N)cc1,1%,11,-19%,?,-6%[46.1 µM],?,-2%,-2%,-2%[1.84 µM],-0.4%
COc1ccccc1C(=O)n1nc(-c2ccccc2)nc1N,2%,6,-14%,12%,5%,-24%,-5%,0%,9%,-0.4%
Cc1ccc(S(=O)(=O)N(C)Cc2nc(-c3ccncc3)no2)cc1,0%,0,2%,-11%,·,?,-5%,4%,-30%,0.2%
COc1cc2c(cc1OC)CN(C(=O)CSc1nc(C)cc(C)c1C#N)CC2,14%,4,-20%,-28%,-8%[46.1 µM],2.6µM*,0%,3%,-10%,-0.3%
CCn1c(=O)n(CC(=O)NCc2ccco2)c(=O)c2ccccc21,2%,4,-12%,0%,-2%,1%,-2%,4%,-18%,0.3%
Cc1cc(=O)oc2cc(OCC(=O)NCC3CCC(C(=O)O)CC3)ccc12 (stereo not given),-5%,-5,22%,6%,-5%,-8%,-6%,-18%,1%,-0.1%
Cc1ccc(NC(=O)c2oc3ccc(S(=O)(=O)N4CCOCC4)cc3c2C)cc1C,-1%,5,8%,-2%,5%[46.1 µM],?,-9%,9%,-6%,0.2%
CC1CCN(S(=O)(=O)c2ccc(C(=O)NC3CCS(=O)(=O)C3)cc2)CC1 (stereo not given),·,1,2%,-4%,-5%,-21%,0%,15%,-5%,-0.2%
COc1ccc(OC)c(C(=O)NC(CC(N)=O)c2ccc(NCCOc3ccccc3)c([N+](=O)[O-])c2)c1 (stereo not given),-5%,-2,3%,4%,-2%,1%,0%,-1%,-5%,-0.7%
CN1CCN(C(=O)C2=C[C@@H](C3CCCCC3)C[C@@H](OCCCCO)O2)CC1,20%,3,-17%,3%,-6%,-13%,-6%,5%,42%,-0.5%
CC1=C(C)C(OCCBr)N(c2cc(O)c(Cl)cc2F)C1=O (stereo not given),2%,-4,9%,-4%,-2%,-7%,-10%,-4%,-16%,-0.6%
Cc1c(Cl)ccc2c(C(=O)NCCCn3nccc3C)cc(-c3ccccn3)nc12,-4%,?,0%,0%,0%,18µM*,-1%,2%,-35%,0.2%
COC(=O)c1ccc(N2C(=O)CC(N3CCN(c4ccccc4)CC3)C2=O)cc1 (stereo not given),·,·,-1%,·,7%,·,-1%,·,12%,·
CCCCn1c(SCC(=O)N(CC)C2CCS(=O)(=O)C2)nc2cc(S(N)(=O)=O)ccc21 (stereo not given),-1%,1,-7%,?,-1%,-8%,-1%,3%,10%,-0.2%

# 8 consecutive compounds out of the list so far, quoted:
SMILES,CXXC DNA block,TRPV1 agonist,a7 integrin act,p53 reactivator,TCR activator,ELG1 DNA repair,TSG101-PTAP inh,AT treatment,BRCA1 expr up,B2AR arrestin
Cc1ccc(NC(=O)c2oc3ccc(S(=O)(=O)N4CCOCC4)cc3c2C)cc1C,-1%,5,8%,-2%,5%[46.1 µM],?,-9%,9%,-6%,0.2%
CC1CCN(S(=O)(=O)c2ccc(C(=O)NC3CCS(=O)(=O)C3)cc2)CC1 (stereo not given),·,1,2%,-4%,-5%,-21%,0%,15%,-5%,-0.2%
COc1ccc(OC)c(C(=O)NC(CC(N)=O)c2ccc(NCCOc3ccccc3)c([N+](=O)[O-])c2)c1 (stereo not given),-5%,-2,3%,4%,-2%,1%,0%,-1%,-5%,-0.7%
CN1CCN(C(=O)C2=C[C@@H](C3CCCCC3)C[C@@H](OCCCCO)O2)CC1,20%,3,-17%,3%,-6%,-13%,-6%,5%,42%,-0.5%
CC1=C(C)C(OCCBr)N(c2cc(O)c(Cl)cc2F)C1=O (stereo not given),2%,-4,9%,-4%,-2%,-7%,-10%,-4%,-16%,-0.6%
Cc1c(Cl)ccc2c(C(=O)NCCCn3nccc3C)cc(-c3ccccn3)nc12,-4%,?,0%,0%,0%,18µM*,-1%,2%,-35%,0.2%
COC(=O)c1ccc(N2C(=O)CC(N3CCN(c4ccccc4)CC3)C2=O)cc1 (stereo not given),·,·,-1%,·,7%,·,-1%,·,12%,·
CCCCn1c(SCC(=O)N(CC)C2CCS(=O)(=O)C2)nc2cc(S(N)(=O)=O)ccc21 (stereo not given),-1%,1,-7%,?,-1%,-8%,-1%,3%,10%,-0.2%

# Additional results
SMILES,CXXC DNA block,TRPV1 agonist,a7 integrin act,p53 reactivator,TCR activator,ELG1 DNA repair,TSG101-PTAP inh,AT treatment,BRCA1 expr up,B2AR arrestin
COc1ccc(-c2nc(Cn3c(SCc4ccccc4F)nc4ccncc43)c(C)o2)cc1,-10%,?,6%,18%,6%,1%,-6%,1%,8%,0.4%
Cc1cc(Cl)c(OCCCSc2nc(C)cc(=O)[nH]2)c(Br)c1,-4%,?,10%,-3%,5%,-8%,-13%,0%,2%,-1.6%
COC(=O)c1c(NC(NC(=O)C(C)C)C(Cl)(Cl)Cl)sc2c1CCCC2 (stereo not given),0%,16,16%,2%,-3%[46.1 µM],?,1%,9%,1%,-1.9%
COc1cc(C(=O)N/C(=C\c2cn(C)c3ccccc23)C(=O)NCCN2CCOCC2)cc(OC)c1OC,3%,-1,-4%,-2%,1%,?,-3%,4%,-2%,0.2%
CNC(=O)CSc1nnc(-c2cccnc2)n1CCc1ccccc1,-5%,0,-5%,24%,0%,22%,-3%,-2%,2%,-0.1%

# Screening data from PubChem.
